Tau FP inhib = blocks human tau fibril formation measured by polarization | P10636 | K18 P301L tau heparin fibrillization, Alexa594 FP, 6 h | Potency, µM (series often up to 57.7 µM), for inactives: at the highest dose activity, negative = inhibition, actives largely listed as inhibitors | actives 0.39% (n = 280,000); also: % is scaled to controls: 0 for no effect and ±100 for the full control effect; nearly all actives have a fitted effect of over 55% in size
Target sequence (P10636 561-689 P618L limits assumed): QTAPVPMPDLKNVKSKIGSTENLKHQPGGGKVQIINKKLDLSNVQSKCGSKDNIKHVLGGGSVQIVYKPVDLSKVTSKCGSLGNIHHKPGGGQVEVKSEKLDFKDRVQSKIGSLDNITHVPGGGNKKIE
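Heparin (20 uM) drove fibril formation of recombinant tau K18 P301L, 15 uM unlabeled with 0.24 uM Alexa 594 label, for 6 hr at 37 C in 100 mM sodium acetate pH 7. Fluorescence polarization (555/632 nm) read 1 hr after 30 uM ThT.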
Tau fluor counter = counter-screen for tau fibril formation inhibitors | tau K18 P301L Alexa594 fluorescence, heparin fibrillization | Potency, µM (doses to about 57.7 µM), for inactives: at the highest dose activity change, negative = decrease | actives 0.93% (n = 280,000) | AID 1463; also: % is scaled to controls: 0 for no effect and ±100 for the full control effect; nearly all actives have a fitted effect of over 55% in size
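Human tau K18 P301L (15 uM unlabeled, 0.24 uM Alexa 594-labeled) in 100 mM sodium acetate pH 7 with 20 uM heparin, 6 hr at 37 C. ThT 30 uM added, 1 hr ambient; Alexa 594 FP and total fluorescence read at 555/632 nm.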
GAA glycogen mod = inhibitors or activators of human alpha-glucosidase glycogen cleavage. actives 0.38% (n = 300,000). P10253. AID 2100. recombinant GAA, glycogen substrate, Amplex Red glucose oxidase fluorescence. Potency, µM (top dose mostly 76.4 µM), for the others: top-dose activity change, negative = inhibition, most hits filed as inhibitors;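 also: 0% = full enzyme reaction and -100% = no-enzyme basal signal; the screen sought inhibitors and activators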
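Recombinant enzyme (4 nM final) with compounds titrated up to 77 uM and bovine liver glycogen (30 ug) in citrate pH 5.0, 0.01% Tween-20, 37 C 40 min. Released glucose detected by Amplex Red/glucose oxidase (Ex 573/Em 610); AC50 from Hill fits.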
aGal spleen mod = inhibits or activates alpha-galactosidase in human spleen homogenate; actives 0.008% (n = 240,000); P06280; Potency, µM (highest dose often 80 µM), for the others: top-dose activity change, negative = inhibition, usual class: inhibitors; human spleen homogenate, 4MU-alpha-Gal fluorescence, 40 min;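 also: 0% = enzyme with vehicle and -100% = no enzyme basal signal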
Target sequence (P06280 32-429 limits assumed): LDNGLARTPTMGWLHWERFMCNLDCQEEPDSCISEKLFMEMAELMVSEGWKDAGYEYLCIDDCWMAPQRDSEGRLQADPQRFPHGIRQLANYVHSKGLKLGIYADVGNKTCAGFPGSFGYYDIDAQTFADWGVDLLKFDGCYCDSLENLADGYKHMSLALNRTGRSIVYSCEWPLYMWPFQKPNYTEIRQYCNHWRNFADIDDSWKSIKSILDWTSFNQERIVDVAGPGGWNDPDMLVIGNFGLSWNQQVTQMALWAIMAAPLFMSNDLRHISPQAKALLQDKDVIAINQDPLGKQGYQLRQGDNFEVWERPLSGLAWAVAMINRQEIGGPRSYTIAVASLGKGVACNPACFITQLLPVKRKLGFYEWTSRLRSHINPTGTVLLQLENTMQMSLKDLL
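Spleen homogenate 1 ug + cpd (titration) + 4-MU-alpha-D-galactopyranoside 1 mM; 37C 40 min; 50 mM citrate/phosphate pH 5.0, 0.01% Tween-20; stop pH 10; fluorescence 365/440; AC50 via Hill.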
Tau ThT inhib = inhibitors of human tau fibril formation, thioflavin T binding; P10636; recombinant tau K18 P301L (four-repeat tau fragment), heparin-induced fibrillization, ThT fluorescence; Potency, µM (series often up to 57.4 µM), without a hit: top-dose activity, negative = inhibition, hits mostly inhibitors; actives 2.1% (n = 270,000); AID 1460; also: % is scaled to controls: 0 for no effect and ±100 for the full control effect; nearly all actives have a fitted effect of over 55% in size
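Aggregation was driven by heparin (20 uM final) acting on recombinant tau […] bearing P301L in 100 mM sodium acetate pH 7; fibrils were detected with Thioflavin T.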
GAA spleen mod = inhibitors or activators of human alpha-glucosidase in spleen homogenate. Potency, µM (doses to about 79.9 µM), without a hit: top-dose activity change, negative = inhibition, usual class: inhibitors. human spleen homogenate, 4-MU-alpha-glucoside fluorescence. actives 0.006% (n = 240,000). AID 2112. P10253;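 also: 0% = enzyme with vehicle and -100% = no enzyme basal signal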
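Human spleen homogenate (1 ug) with 4-methylumbelliferyl-alpha-D-glucopyranoside (1 mM final) in 50 mM citrate/phosphate pH 5.0, 0.01% Tween-20; 40 min at 37 C. Stopped at pH 10; 4-MU fluorescence Ex 365/Em 440 nm; AC50 by Hill fit.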
HTT ATP protect = protects HTT-Q103 PC12 cells, measured by ATP; actives 0.14% (n = 230,000); Potency, µM (series often up to 56.4 µM), for the others: cytoprotection (ATP increase), most hits filed as activators; AID 1471; PC12 HTT-Q103 induced, cytoprotection, ATP luminescence, 40 h;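 also: % of control where 0% means no effect; nearly all actives have a fitted effect of over 45% in size; toxic huntingtin expression switched on by the ecdysone agonist tebufenozide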
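Huntington model: PC12 line, ecdysone-inducible HTTQ103 exon1–GFP, tebufenozide 100 nM. Test articles in a dose series. Endpoint luminescence from cellular ATP.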
GAA inhib = inhibitors of human lysosomal alpha-glucosidase; P10253; purified human GAA, 4-MU-alpha-glucoside fluorescence; Potency, µM (series often up to 76.9 µM), inactives show at the highest dose activity change, negative = inhibition, hits mostly inhibitors; actives 0.005% (n = 200,000); AID 1466;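 also: plate controls were uninhibited enzyme wells for no effect and no-enzyme background for full effect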
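qHTS format, compound range up to 77 uM. Human lysosomal enzyme at 4 nM, 400 uM 4-MU glucoside substrate, pH 5.0, 20 min room temperature; fluorescence after alkaline stop gives activity normalized to controls.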
* hit, by the source's call; u = inconclusive; x = no result given; [ ] = dose if it differs, or a comment. Calls follow the shape of the dose curve; as a rule, active = well fitted curve in the direction sought with a large enough effect; inconclusive = small, poorly fitted or top-dose-only effect, or another doubt; inactive = no such curve, though single readings can be large; an effect the other way counts as inactive or inconclusive. Potency is read from the fitted curve at half-maximal effect.

SMILES | Tau FP inhib | Tau fluor counter | GAA glycogen mod | aGal spleen mod | Tau ThT inhib | GAA spleen mod | HTT ATP protect | GAA inhib
CCCCN(Cc1cc2cc(OC)ccc2[nH]c1=O)C(=O)c1ccco1 | 4% | -9% | -7% | -4% | u | -7% | 1%[0.074 µM] | 12%
CCc1ccc(-n2c(=O)c3ccccc3n(CC(=O)C(C)(C)C)c2=O)cc1 | -7% | -7% | -16% | 4% | -8% | -13% | 5% | -10%
CCOC(=O)c1c(NC(=O)CCCOc2ccc(C(C)(C)C)cc2)sc2c1CCCC2 | 0% | -22% | -9%[76.3 µM] | x | u | x | x | x
COc1ccccc1OC(C)C(=O)Nc1nc(-c2ccc(S(=O)(=O)N3CCOCC3)cc2)cs1 (stereo not drawn) | 4% | u | -1% | -2% | -14% | 0% | 8% | u
Cc1ccccc1NC(=O)c1cccc(OCc2c(C)noc2C)c1 | -1% | -21% | 0% | -3% | u | -6% | -20% | 4%
Cc1ccc2nc3n(c(=O)c2c1)CCCCC3 | -13% | 3% | -2% | 5% | 9% | 10% | 7%[10 µM] | -8%
O=C(Nc1ccc(-c2nc3cc(Cl)ccc3o2)cc1)c1cc(Br)ccc1Cl | -9% | -28% | -2%[76.3 µM] | x | -11% | x | x | x
CCc1nnc(SCc2nc(-c3ccccc3Cl)oc2C)c2cc3sc(C)cc3n12 | 9% | 5% | 12%[76.3 µM] | x | -3% | x | x | x
Cc1cc(C)c(C)c(S(=O)(=O)Nc2ccc(C(N)=O)cc2)c1C | -4% | -5% | 6% | -1% | 8% | 5% | -5% | -6%
COc1cc(CNCc2cccnc2)ccc1OCC(=O)NC1CCCCC1 | 2% | -7% | -4% | -11% | -6% | 0% | -12% | 3%
COc1ccccc1CNc1nc(SC)ncc1CO | -9% | -14% | -7% | 9% | -7% | 2% | x | 5%
Cc1c(C(=O)Nc2ccc3c4c(cccc24)CC3)cccc1[N+](=O)[O-] | 6% | 5% | 4% | 14% | 1% | -12% | -25%[10 µM] | 2%
CC1=C(C(N)=O)C(c2cccnc2)n2nc(SCc3ccccc3Cl)nc2N1 (stereo not drawn) | 10% | 3% | -14% | -2% | -8% | 4% | 5%[1.9 µM] | 0%
Nc1cccc2[nH]c(C(F)(F)F)nc12 | 11% | u | u | 4% | u | 4% | -57%[inhibitor] | -1%
COc1cc(/C=C/C(=O)NCc2ccccn2)cc(OC)c1OC | 4% | 5% | 3% | 6% | 0% | -2% | -4%[10 µM] | 1%
CCCCN(C)S(=O)(=O)c1ccc(C(=O)Nc2nnc(-c3cccs3)o2)cc1 | 4% | -4% | 21% | 0% | -1% | -4% | -20% | -4%
CN(c1ccccc1)S(=O)(=O)c1ccc(Cl)c(C(=O)Nc2nc3ccccc3[nH]2)c1 | -3% | -16% | 2% | 0% | 3% | 0% | -10%[10 µM] | -18%
CN(C)c1nc(Nc2ccccc2)nc(Oc2ccc(=O)[nH]n2)n1 | -13% | -2% | 3% | -1% | -7% | -2% | 0%[10 µM] | 4%
CC(=O)Nc1ccc(S(=O)(=O)N2CCN(c3ccc(C)c(Cl)c3)CC2)cc1 | -10% | -24% | 17% | -7% | -8% | -3% | -2% | -5%
Cc1ccc(C)c(NC(=O)c2ccc3ccccc3n2)c1 | -6% | -21% | -10% | 2% | -22% | 2% | -8%[10 µM] | -10%
O=C(Nc1ccc(Br)cc1)N1CCCC(O)C1 (stereo not drawn) | 2% | -5% | 7% | 11% | -1% | -5% | -22% | -5%
O=C(O)c1ccc(N=NNc2cccc([N+](=O)[O-])c2)cc1 | 6% | -9% | -5% | 7% | u | 3% | -44%[inhibitor] | -1%
C=CCNC(=O)/C(=C/c1ccc(Br)cc1)NC(=O)c1ccccc1OC | 1% | -9% | 5% | 7% | -12% | 3% | -44%[inhibitor] | -4%
CCOc1ccc(NC(=O)CSc2nc3nc4c(cc3c(=O)n2CC)COC(C)(C)C4)cc1 | -1% | -12% | 1% | 12% | x | 5% | 9%[10 µM] | x
CCCOC(=O)c1cccc(NC(=O)CSc2nnc3cc(C)c4ccccc4n23)c1 | -4% | -3% | -7%[76.3 µM] | x | 3% | x | x | x
CC(C)COP(=O)(c1ccc(N(C)C)cc1)C(O)c1cccnc1 (stereo not drawn) | -2% | -13% | 3% | 2% | -11% | -2% | -3%[10 µM] | x
Cc1ccc(NC(=O)COC(=O)c2ccc3c(c2)OCO3)cc1S(=O)(=O)N1CCCCC1 | -14% | u | -8% | -5% | 3% | 1% | 6%[10 µM] | -6%
CCOC(=O)c1ccc(NCCOC)c([N+](=O)[O-])c1 | -4% | -5% | 1% | 0% | u | 5% | -5% | -1%
Cc1nn(C)cc1S(=O)(=O)NC1CCCC1 | 13% | 5% | 26% | 1% | 2% | -6% | u | 7%
Cn1cccc1Cc1nnc(SCC(=O)NCC2CCCO2)n1-c1ccc(F)cc1 (stereo not drawn) | 0% | 0% | 1% | -2% | -15% | 2% | -7% | -7%
O=C(Nc1ccc2c(c1)OCO2)c1c(F)cccc1F | -2% | -13% | -11% | -8% | -16% | -5% | -12% | -2%
COc1ccccc1N(CCN1C(=O)c2cccc3cccc(c23)C1=O)C(=O)c1ccncc1 | 6% | -4% | 25% | -9% | -1% | -5% | -25%[1.9 µM] | 7%
O=c1c2[nH]c3ccccc3c2ncn1CCN1CCNCC1 | -4% | -4% | -7% | -3% | -13% | -2% | -18%[0.074 µM] | -9%
COc1ccc(OC)c(S(=O)(=O)NCc2cn3cccc(C)c3n2)c1 | -1% | 3% | 2% | -4% | 0% | 2% | 3%[10 µM] | 4%
CC(C)CNC(=O)C1CCN(c2ccc(S(=O)(=O)N3CCOCC3)cc2)CC1 | -11% | -3% | 1% | -5% | 6% | -27% | -6%[10 µM] | -3%
CC(C)(C)C(=O)/C=C1\NC(=O)CS1 | 5% | 7% | 5% | 5% | 6% | -16% | -38% | -1%
O=C(Cc1nc2ccccc2[nH]1)c1cccc([N+](=O)[O-])c1 | u | u | -3% | -1% | u | 0% | 16%[10 µM] | 0%[15.4 µM]
COc1ccc(OCC(=O)OC2CCCN(C)C2)cc1 (stereo not drawn) | -6% | -9% | 7% | 8% | -5% | 1% | 4%[10 µM] | x
O=c1cc(-c2ccccc2Cl)oc2cc(O)cc(O)c12 | -1% | -5% | 7% | 3% | 4% | -15% | x | -10%
O=S(=O)(c1ccccc1)N1CCC2(CC1)OCCO2 | 5% | 7% | 9% | -1% | -1% | 5% | 19% | 1%
N#CC1=C(N)N2C(=C(C#N)C13CCCCC3)SC1CCCCC12O (stereo not drawn) | -3% | u | -16% | 0% | -7% | -3% | 4%[10 µM] | -1%
CCc1nnc(NC(=O)CSc2n[nH]c(-c3ccccc3O)n2)s1 | -14% | -28% | -1% | -14% | -7% | 2% | 17%[10 µM] | 6%
Cc1ccc(Cl)cc1NC(=O)C1CCCN(S(=O)(=O)c2c(C)noc2/C=C/N(C)C)C1 (stereo not drawn) | 0% | u | 3%[76.3 µM] | x | u | x | x | x
COc1ccc(C)cc1NC(=O)CC(=O)Nc1ccc2nc3n(c(=O)c2c1)CCCCC3 | -1% | -17% | -11%[76.3 µM] | x | -2% | x | x | x
CCOC(=O)COn1c(=O)c(-c2ccc(OC)c(OC)c2)[n+]([O-])c2ccccc21 | 10% | -5% | -3% | 1% | u | -7% | -28%[10 µM] | -15%
Cc1cc(C(=O)CSc2nnnn2C)c(C)n1CCc1ccc(F)cc1 | -2% | 6% | 4% | 7% | -3% | -3% | -5% | 1%
CSc1c2c(nc3ncnn13)CCC2 | -1% | 5% | 5% | 0% | -4% | -6% | x | -8%
CC/C(=N\NC(=S)Nc1cccc(C)c1)c1ccccc1 | 0% | 6% | -25% | 1% | 1% | 3% | x | 14%

Seven compounds already listed, arranged by number of heavy atoms, smallest number first:
SMILES | Tau FP inhib | Tau fluor counter | GAA glycogen mod | aGal spleen mod | Tau ThT inhib | GAA spleen mod | HTT ATP protect | GAA inhib
CSc1c2c(nc3ncnn13)CCC2 | -1% | 5% | 5% | 0% | -4% | -6% | x | -8%
O=S(=O)(c1ccccc1)N1CCC2(CC1)OCCO2 | 5% | 7% | 9% | -1% | -1% | 5% | 19% | 1%
O=c1c2[nH]c3ccccc3c2ncn1CCN1CCNCC1 | -4% | -4% | -7% | -3% | -13% | -2% | -18%[0.074 µM] | -9%
CC(C)COP(=O)(c1ccc(N(C)C)cc1)C(O)c1cccnc1 (stereo not drawn) | -2% | -13% | 3% | 2% | -11% | -2% | -3%[10 µM] | x
O=C(Nc1ccc(-c2nc3cc(Cl)ccc3o2)cc1)c1cc(Br)ccc1Cl | -9% | -28% | -2%[76.3 µM] | x | -11% | x | x | x
Cc1ccc(Cl)cc1NC(=O)C1CCCN(S(=O)(=O)c2c(C)noc2/C=C/N(C)C)C1 (stereo not drawn) | 0% | u | 3%[76.3 µM] | x | u | x | x | x
Cc1ccc(NC(=O)COC(=O)c2ccc3c(c2)OCO3)cc1S(=O)(=O)N1CCCCC1 | -14% | u | -8% | -5% | 3% | 1% | 6%[10 µM] | -6%

Screens (PubChem)

Compounds were not picked by outcome. About 3.3% of those tested had a hit in this group.
